Screening data deposited in PubChem by National Center for Advancing Translational Sciences (NCATS).
AmpC det inh = inhibitors of E. coli AmpC beta-lactamase with detergent; purified AmpC, nitrocefin hydrolysis with detergent; Potency, µM (top dose mostly 28.7 µM), without a hit: at the top dose activity change, negative = inhibition; 0.09% of 71,000 active; AID 584; active = well fitted curve in the direction sought with a large enough effect
Target sequence (P00811 whole entry, looked up): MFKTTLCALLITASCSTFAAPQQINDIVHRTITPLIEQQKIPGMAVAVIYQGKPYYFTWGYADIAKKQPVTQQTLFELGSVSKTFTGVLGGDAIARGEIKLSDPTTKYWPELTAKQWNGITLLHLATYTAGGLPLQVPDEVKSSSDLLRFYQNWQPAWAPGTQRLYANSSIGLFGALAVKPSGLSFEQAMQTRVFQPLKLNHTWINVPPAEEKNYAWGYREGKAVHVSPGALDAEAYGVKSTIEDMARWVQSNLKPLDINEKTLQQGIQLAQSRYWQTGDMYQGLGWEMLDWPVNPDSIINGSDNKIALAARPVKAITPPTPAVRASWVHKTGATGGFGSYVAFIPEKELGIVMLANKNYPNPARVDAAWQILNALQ
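E. coli AmpC (5.3 nM) in 20 mM phosphate pH 7.0 with 0.01% Triton X-100, preincubated 15 min RT with compound; nitrocefin (2 uL of 800 uM stock) hydrolysis followed by 480 nm absorbance every 20 s over 4 min.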
Numbers without * were called inactive; & = joins results of further samples; [ ] = remark or other dose. % is scaled to controls: 0 for no effect and ±100 for the full control effect; potency is read from the fitted curve at half-maximal effect. These rows are one share of the data (hit frequency here may not be typical).

SMILES | AmpC det inh
O=C(CN1C2=NCCCN2c2ccccc21)c1cccs1 | -4%
CN(CC(=O)O)Cc1c(O)c(Cl)cc(Cl)c1Cl | -4%[5.75 µM]
COc1ccccc1N(C(=O)Cn1nnc2ccccc21)C(C(=O)NCc1ccco1)c1ccc(C)o1 (centres undefined) | 12%
O=c1ccc2cc(O[C@@H]3O[C@@H](CO)[C@@H](O)[C@@H](O)[C@H]3O)c(O)cc2o1 | 1%
COc1cccc(OCCOc2cccc(/C=N/n3cnnc3)c2)c1 | 6%
COC(=O)c1ccccc1NC(=O)c1cc2ncc(Br)cn2n1 | -4%
COC(=O)c1cc(Br)c(=O)n(CCc2ccccc2)c1 | -1%
Cc1nc2ccccc2nc1N1CCCCC1 | -2%
O=P(O)(O)C(Cl)(Cl)P(=O)(O)O | 1%
Cc1cccn2c(=O)c3cc(C(=O)NC(C)c4ccccc4)c(=N)n(CCCn4ccnc4)c3nc12 (centres undefined) | -1%
CCCCN1C(=O)C2ON(c3ccccc3C)C(c3ccco3)C2C1=O (centres undefined) | -4%
O=C(Nc1ccc(S(=O)(=O)N2CCCc3ccccc32)cc1)C1CCCO1 (centres undefined) | -5%
CCN=C1SC(CC(=O)Nc2ccc(C)cc2)C(=O)N1CC (centres undefined) | 8%
CN(C(=O)c1cccnc1)c1nnc(-c2cnccn2)s1 | 11%
Cc1ccc(S(=O)(=O)c2nc(N3CCOCC3)sc2Cl)cc1 | -6%
C[C@H](N)[C@H](O)c1cccc(O)c1 | -1%[12.8 µM]
CC(C)Oc1cccc(C(=O)O)c1 | 0%
CS(=O)(=O)N1CCN(c2nc(-c3ccc(F)cc3)cs2)CC1 | 2%
COC1=C[C@H]2[C@@H]3Cc4ccc(OC)c(O)c4[C@@]2(CCN3C)CC1=O | 1%
Cc1ccccc1N=C1Nc2ccccc2CS1 | 1%
CC(C)CC(=O)Nc1ccccc1-c1nnn(CC(=O)N2CCOCC2)n1 | -1%
Cc1noc(C)c1COC(=O)c1ccccc1Sc1ccccc1C#N | 20%
NC(=O)c1c(NC(NC(=O)c2ccco2)(C(F)(F)F)C(F)(F)F)sc2c1CCCC2 | 1%
O=c1c(-c2cccs2)nc2cnc(Oc3ccccc3)nc2n1Cc1cccs1 | 1%
NC(=O)CN1CCN(C(=O)Nc2ccccc2)CC1 | 15%

Next part.
SMILES | AmpC det inh
Cn1c(=O)c(-c2ccc(Cl)cc2)nc2cncnc21 | 0%
Cc1ccccc1-n1c(=O)cc(N2CCc3ccccc3C2)[nH]c1=O | -4%
Cc1c(O)c(=O)n(-c2ccccc2)n1C | -3%[12.8 µM]
CCS(=O)(=O)CCSc1nc2ccccc2s1 | 3%
c1cc(-c2nnc3n2CCCCC3)ccn1 | -2%
CC(C)CNC(=O)CSc1nnc(-c2ccccn2)n1Cc1ccccc1 | 8%
Nc1ccc(SCCN2C(=O)c3ccccc3C2=O)cc1 | 0%
CCC(=O)Oc1cccc(C(=O)Nc2ccc(-c3nnc(-c4ccco4)o3)cc2)c1 | 4%
CO[C@]1(NC(=O)C2SC(=C(C(N)=O)C(=O)O)S2)C(=O)N2C(C(=O)O)=C(CSc3nnnn3C)CS[C@H]21 (some centres undefined) | 2µM*
Cc1[nH]nc2c1-c1nc3ccccc3nc1C(C)(C)C2 | -1%
CN(C)C1=NC(N(C)C)=NP(N(C)C)(N(C)C)=N1 | 19%
CCOC(=O)Nc1c(C(=O)OC)[nH]c2cccc(OC)c12 | 0%
CCCCNC(=O)c1sc2nc(C)cc(COC)c2c1-n1cccc1 | -5%
Cc1ccc(C)n1-n1cnc2sc3c(c2c1=O)CCC3 | 13%
COCCn1c(=O)c(-c2cccc(C#N)c2)nc2cnc(OC)nc21 | 3%
Cc1nn2c(N)csc2nc1=O | -3%
COC(=O)c1cc(C(=O)OC)n(Cc2ccc(F)cc2)n1 | -2%
c1ccc(P(c2ccccc2)c2ccccc2)cc1 | 8%
O=C(CC1CCS(=O)(=O)C1)Nc1ccc[nH]c1=O (centres undefined) | 1%
O=C(c1noc2c1CCCC2)N1CCOCC1 | 0%
O=C(CSc1ccc2nnc(-c3ccccn3)n2n1)NCc1ccco1 | 10%
CCC(c1nnnn1Cc1ccco1)N(CCc1ccccc1)Cc1cc2cc(C)ccc2[nH]c1=O (centres undefined) | 1%
CC(C)(C)c1ccccc1NC(=O)c1cccnc1 | -4%
Cc1cc(NC(=O)Nc2cc(C)nn2-c2ccccc2)n(-c2ccccc2)n1 | -3%
C#CC(C)(CC)NC(=O)Cn1nnc(-c2ccc(S(C)(=O)=O)cc2)n1 (centres undefined) | -2%

Next structures:
SMILES | AmpC det inh
O=C(NCc1cccs1)C1CCN(S(=O)(=O)c2cccs2)CC1 | 9%
CC(=O)C(C)Oc1cc(C)cc2oc(=O)c(C)c(C)c12 (centres undefined) | -3%
N#Cc1ccsc1NC(=O)CSc1ncn[nH]1 | -2%
COc1ccccc1N1CCN(C(=O)C(F)F)CC1 | -4%
O=c1c(CCc2ccccc2)nc2cnc(Nc3ccccc3)nc2n1Cc1cccs1 | 1%
CCCc1cc(=O)oc2cc(C)c(CN3CCCC3)c(O)c12 | 1%
CC(NS(=O)(=O)c1ccccc1)C(=O)Nc1ccc(S(N)(=O)=O)cc1 (centres undefined) | -3%
CC(C)CC(=O)N1CCN(S(C)(=O)=O)CC1 | 9%
Nc1cc(Br)c(N)c(Br)c1 | 11%
O=C1OCCC1Sc1nc2ccccc2s1 (centres undefined) | -3%
CC1=C(C(=O)OCc2ccccc2)C(c2ccc3ccccc3c2)NC(=O)N1CCCCCC(=O)O (centres undefined) | 1%
CCN(C(=O)CN1CCN(c2ccc(OC)cc2)CC1)c1c(N)n(Cc2ccccc2)c(=O)[nH]c1=O | 0%
COc1ccc(-n2c(Cc3cccn3C)nnc2SCC(=O)NC2CCCCC2)cc1 | 11%
CC(=O)Oc1ccc(N2C(=O)CC(N3CCOCC3)C2=O)cc1 (centres undefined) | -1%
CC(=O)Nc1nc2ccc(Br)cc2s1 | -5%
O=C(NCCc1ccccc1)c1cc(-c2ccco2)on1 | -1%
Cn1cccc1-c1nc2ccccc2n1Cc1ccccc1 | -5%
Cc1ccc(C)c(-c2nc3cc(N)ccc3o2)c1 | 8%
CCC(=NCCCN(CC)CC)c1c(O)n(-c2ccccc2)c(=O)[nH]c1=O | -3%
CC(C)(C)c1nc(N2CCN(C(=O)c3ccco3)CC2)c2nnn(Cc3ccccc3Cl)c2n1 | 0%
CCOCCCNC(=O)c1cn(C)c2ccc(S(=O)(=O)N(C)C3CCCCC3)cc2c1=O | 9%
O=c1[nH]c(C(F)(F)F)nc2c1nnn2Cc1ccccc1F | 10%
CN(C)CS/C(N)=N/[C@H](O)C(Cl)(Cl)Cl | -2%[5.75 µM]
Brc1ccc2[nH]c3nc(SCCN4CCOCC4)nnc3c2c1 | -5%
NC(=S)SCCC(=O)O | 0%[5.75 µM]

Next compounds:
SMILES | AmpC det inh
CC(C)=CCC(C)(C)C1OCCN1C(=O)Nc1ccccc1 (centres undefined) | 12%
CCOc1cc(-c2cc(N)n[nH]2)cc(OCC)c1OCC | 0%
Cc1ccc(-c2noc(CN(C(=O)CCCCCN3C(=O)c4ccccc4C3=O)C(C)C)n2)cc1 | 0%
Nc1cccc2c(N)cccc12 | 12%
COC(=O)c1cccc(NC(=O)CSc2nnc(C)n2Cc2ccccc2)c1 | 13%
CCOc1ccccc1C(=O)Nc1cc(Cl)ccc1O | 30%
O=C(c1ccc2c(=O)n(Cc3ccco3)c(=S)[nH]c2c1)N1CCN(c2ccccc2)CC1 | 7%
O=C(Nc1nccs1)c1ccc2nccnc2c1 | -2%
Cc1cc(-n2c(=O)c(C#N)cc3c(=O)n4ccccc4nc32)no1 | -3%
Cc1cccc(OCc2nnc(SCn3nnc4ccccc4c3=O)o2)c1 | -2%
O=C(Nc1nc2c(s1)CCCC2)Oc1ccccc1 | -1%
COC(=O)/C=C1\NCCSC1=O | -9%
Cc1cc(C(=O)CSc2nc(N)cc(N)n2)c(C)n1CCc1ccc(F)cc1 | -5%
CCOc1ncccc1C(=O)OCC(=O)c1c(N)n(C)c(=O)n(C)c1=O | -2%
CC1Oc2ccccc2N(CC(=O)NCc2cccs2)C1=O (centres undefined) | 2%
COc1ccc(N2C(=O)c3ccccc3NC23CCCCC3)cc1 | 7%
N#Cc1c(N)nc2c(c1-c1ccncc1)CCCCC2 | 2%
CC1CCCC(C)N1C(=O)COC(=O)c1ccc2c(c1)OCO2 (centres undefined) | 14%
Cn1ccnc1SCc1cn2cc(Br)ccc2n1 | -1%
COc1ccc(-c2nc3cnc(N4CCOCC4)nc3n(C[C@H]3CCCO3)c2=O)cc1 | -2%
Cc1cccc(N2CCN(c3cccc(C)c3)C2c2cccnc2)c1 | 7%
O=C(Cn1nnc(-c2ccc(N3CCOCC3)cc2)n1)OC1CCCCC1 | -2%
O=C(NCc1cccnc1)C1CC(=O)N(C2CCCCC2)C1 (centres undefined) | 6%
O=C(CCN1C(=O)c2ccccc2C1=O)N1CCN(c2ccccc2)CC1 | -2%
CCOCCCNC(=O)C(NC(=O)C1CCC(=O)N1)c1ccc(C)cc1 (centres undefined) | -4%

Other compounds
SMILES | AmpC det inh
CCC(C)NS(=O)(=O)c1ccc(S(=O)(=O)Nc2cc3c(cc2C(C)=O)OCO3)cc1 (centres undefined) | -1%
COc1ccc(CNc2ncncc2-c2ccc(N(C)C)cc2)c(OC)c1 | 11%
Cc1cc(S(=O)(=O)NCc2ccccc2)ccc1OCC(=O)N1CCN(C)CC1 | 2%
O=C(CSc1nc(-c2ccco2)cc(C(F)(F)F)n1)N1CCCc2ccccc21 | -3%
CCOc1ccc(N(CC(=O)Nc2ccc(OC)cc2)S(C)(=O)=O)cc1 | 7%
CC(=O)N1CC=CC1(C)C(=O)NCC1CC1 (centres undefined) | 10%
COC(=O)Nc1ccc2[nH]cc(CCNC(C)=O)c2c1 | 1%
Cc1c(OCc2nn[nH]n2)ccc2c(-c3ccccc3)cc(=O)oc12 | -3%
C[C@]1(O)CC[C@H]2[C@@H]3CCC4=CC(=O)CC[C@]4(C)[C@@]3(F)[C@@H](O)C[C@@]21C | 8%
O=C1C2CC=CCC2C(=O)N1SC(Cl)(Cl)Cl (centres undefined) | -4%&-12%
COc1ccc(C2=CC(c3sccc3C)n3nnnc3N2)cc1 (centres undefined) | -6%
CC12C(=O)N(c3ccccc3C(=O)O)C(=O)C1C1C=CC2C1 (centres undefined) | 13%
CCOC(=O)C(C)Oc1ccccc1C1NC(=O)NC(C)=C1C(=O)Nc1ccc(C)c(C)c1 (centres undefined) | -3%
CNC(=O)C1(C)C=CCN1C(=O)c1ccccc1 (centres undefined) | 19%
Nc1nc(-c2ccco2)nn1C(=O)c1cccnc1 | -5%
Cc1cccc(N=c2oc3cc(O)ccc3cc2C(N)=O)c1 | -1%
Cc1cc(N2CCC(C(=O)NCC3CC3)CC2)nc(-c2ccccc2)n1 | 0%
CC(C)[C@H](NC(=O)C1(c2ccccc2)CCN(C(=O)OC(C)(C)C)CC1)C(=O)O | -2%
C=C[C@@](C)(O)CC[C@H]1[C@]2(C)CCCC(C)(C)[C@H]2CC[C@]1(C)O | -3%
Fc1ccc(C2CC(c3ccc(F)cc3)n3ncnc3N2)cc1 (centres undefined) | -1%
Cc1cc2c(C(F)(F)F)cc(=O)oc2c2c1NCCC2 | 4%
C=C1C(=O)O[C@@H]2[C@@H]1CC/C(C)=C\CC[C@@]1(C)O[C@H]21 | -3%[12.8 µM]
Cc1cccc(Cn2cnc3c(nnn3Cc3ccc(Cl)cc3)c2=O)c1 | -5%
CCOC(=O)CCP(=O)(O)C(O)c1ccc(OC)cc1 (centres undefined) | 10%
Cc1noc(C)c1COC(=O)CCc1ccc(S(=O)(=O)N2CCCCC2)cc1 | 1%

Continuation.
SMILES | AmpC det inh
COC(=O)N1CCC2(CC1)CN(c1ccccn1)C2 | -1%
Cc1cccc(CNc2ccnc(-c3ccc(N(C)C)cc3)n2)c1 | 5%
Cc1ccc(SC(C)C(=O)NCC(C)C)cc1 (centres undefined) | -3%
COc1ccc(OCC(=O)Nc2ccc(S(=O)(=O)N3CCOCC3)cc2)cc1 | -1%
c1ccc2c(CSCc3cccc4ccccc34)cccc2c1 | -1%[5.75 µM]
COc1ccc(-n2c(=O)[nH]cc(C(=O)N3CCCc4ccccc43)c2=O)cc1 | 2%
Cc1sc(NC(=O)CSc2nnc3scc(-c4ccccc4)n23)c(C#N)c1C | -2%
Cc1cc(-n2c(C)cc(C(=O)CN3C(=O)NC4(CCCCCC4)C3=O)c2C)no1 | 20%
O=c1oc(Cl)c(Cl)c2ccccc12 | -3%

Entries shown so far that have an aryl thioether with sulfur outside any ring:
SMILES | AmpC det inh
Cc1noc(C)c1COC(=O)c1ccccc1Sc1ccccc1C#N | 20%
CCS(=O)(=O)CCSc1nc2ccccc2s1 | 3%
CC(C)CNC(=O)CSc1nnc(-c2ccccn2)n1Cc1ccccc1 | 8%
Nc1ccc(SCCN2C(=O)c3ccccc3C2=O)cc1 | 0%
CO[C@]1(NC(=O)C2SC(=C(C(N)=O)C(=O)O)S2)C(=O)N2C(C(=O)O)=C(CSc3nnnn3C)CS[C@H]21 (some centres undefined) | 2µM*
O=C(CSc1ccc2nnc(-c3ccccn3)n2n1)NCc1ccco1 | 10%
N#Cc1ccsc1NC(=O)CSc1ncn[nH]1 | -2%
O=C1OCCC1Sc1nc2ccccc2s1 (centres undefined) | -3%
COc1ccc(-n2c(Cc3cccn3C)nnc2SCC(=O)NC2CCCCC2)cc1 | 11%
Brc1ccc2[nH]c3nc(SCCN4CCOCC4)nnc3c2c1 | -5%
COC(=O)c1cccc(NC(=O)CSc2nnc(C)n2Cc2ccccc2)c1 | 13%
Cc1cccc(OCc2nnc(SCn3nnc4ccccc4c3=O)o2)c1 | -2%
Cc1cc(C(=O)CSc2nc(N)cc(N)n2)c(C)n1CCc1ccc(F)cc1 | -5%
Cn1ccnc1SCc1cn2cc(Br)ccc2n1 | -1%
O=C(CSc1nc(-c2ccco2)cc(C(F)(F)F)n1)N1CCCc2ccccc21 | -3%
Cc1ccc(SC(C)C(=O)NCC(C)C)cc1 (centres undefined) | -3%
Cc1sc(NC(=O)CSc2nnc3scc(-c4ccccc4)n23)c(C#N)c1C | -2%
